Dynein transport: dynein cargo transport inhibition. 3617.4 mouse cells, GR-EGFP nuclear translocation imaging; test concentration mostly 20 µM; stimulated with dexamethasone, 1 µM; stronger effect = lower value. z-score, hits read low. 220,000 compounds, 0.47% hits. AID 1381;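 active = plate z-score of nuclear minus cytoplasmic receptor signal below a set negative limit, without overly bright fluorescence or cell loss, cut at about -3.5 in these data, passing the limit was not always enough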;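 note: z-score of nuclear minus cytoplasmic ring GR-EGFP intensity difference per well; some compounds called inactive have numbers as strong as hits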
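Also added – dexamethasone, 1.0 µM final · Buffer or medium – tet-free, stripped-serum medium · Schedule – induction 48 h, compound 1 h, agonist 30 min · Detection – formaldehyde fixation, Hoechst nuclear stain, 10x automated fluorescence imaging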
Autophagy HCS: autophagy modulation, high-content screen. MEF GFP-LC3 puncta imaging; test concentration mostly 10 µM. calls only at 10 µM (by protocol). 190,000 compounds, 0.98% hits. AID 463193;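 active = percentage of spot-positive cells more than 3 SD above its plate mean, without a fluorescence outlier flag or 80% toxicity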;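 note: spot-positive cell cutoff set from DMSO-treated cells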
Ins promoter up: MIN6 insulin promoter up-regulation. 190,000 compounds, 0.3% hits. z-score at 5 µM. MIN6 insulin promoter-GFP reporter, high-content imaging; stronger effect = higher value;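 active = z-score above 3 at 5 µM with at least 500 cells counted in the well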
P. falciparum M17LAP: P. falciparum M17LAP inhibitors, primary screen, biochemical, fluorogenic H-Leu-NHMec substrate, 1536-well (AID 1619); recombinant M17LAP, H-Leu-NHMec fluorogenic kinetic assay; higher % means a stronger effect; 220,000 compounds, 0.38% hits; one-dose inhibition, % at 30 µM; IC50 in µM for titrated hits;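 active = compound inhibiting the enzyme by more than half at any dose during confirmatory dose-response retesting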;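 note: plate controls were full reaction with DMSO carrier for no effect and no enzyme background for full effect; strong numbers were not always called active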
MT stabilizer: microtubule stabilization, imaging screen; HeLa tubulin immunostaining HCS, 24 h; share of cells brighter than vehicle mean+2SD; 200,000 compounds, 0.83% hits; % tubulin-high responders, % at 10 µM;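 active = plate Z-score above 3 for both tubulin-high and condensed-nucleus cell shares, with cell loss under 80%, at 10 µM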;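 note: anti alpha tubulin signal scored within the nucleus-defined area of each cell; some results filed as inactive read as strong as hits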
bCat nuc transl: alters nuclear translocation of beta-catenin in HeLa cells. immunofluorescence imaging. 190,000 compounds, 0.3% hits. nuclear translocation activity, % at 5 µM. AID 1665;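 active = nuclear translocation activity above 50% at 5 µM, with a well cell count of 50 or more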;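 note: per-cell ratio of nuclear to cytoplasmic median beta-catenin stain intensity; plate controls were DMSO negative control for no effect and GSK-3 inhibitor IX positive control for full effect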
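Assay system: human HeLa cells, native beta-catenin; doses: 5 µM primary, 0.02–20 µM confirmation; incubation: compound treatment 24 h, 37°C, 5% CO2; technique: fluorescence imaging of beta-catenin antibody stain plus DAPI; measure: % activation, nuclear-to-cytoplasmic median beta-catenin signal ratio per cell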
K1F lysis inhibition: protection from phage-mediated lysis, alamar blue read-out – E. coli UTI89, K1F phage, bacterial capsule biogenesis inhibitors (AID 488966); E. coli UTI89 K1F phage lysis, alamar blue, 2 h; higher % means a stronger effect; inhibition, % at 100 µM; hits with a dose series show IC50 in µM; 340,000 compounds, 0.02% hits;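 active = phage lysis inhibition, versus mean bacterial control, above a set limit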;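 note: capsule biogenesis inhibitors block K1F phage lysis so surviving cells raise fluorescence; higher fluorescence means more inhibition of phage lysis; actives were called in the ten point dose series up to 300 µM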
M1AAP inhibition: malaria alanyl aminopeptidase activity blockers – biochemical, fluorogenic H-Leu-NHMec substrate, 1536-well (AID 1445) | recombinant M1AAP, H-Leu-NHMec fluorogenic kinetic assay; higher % means a stronger effect | one-dose inhibition, % at 30 µM; IC50 in µM for titrated hits | 220,000 compounds, 0.42% hits;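 active = primary inhibition above the hit cutoff, then over 50% inhibition at one or more dose response concentrations, cut at about 23% in these data, passing the limit was not always enough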;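 note: plate controls were DMSO full reaction for no effect and no enzyme background for full effect; strong numbers were not always called active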
CSM14.1 death rescue: rescue of cells from ER stress-induced death, primary screen, 384-well, CSM14.1, thapsigargin, ATP luminescence (AID 1222); cellular ATP content (survival), % at 20 µM, or EC50 in µM where a hit was titrated; CSM14.1 thapsigargin-induced death rescue, ATP luminescence; higher % means a stronger effect; 190,000 tested, under 10 active;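 active = EC50 below 50 µM in the dose-response confirmation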;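 note: death triggered by thapsigargin at about 15 µM added after 2 h compound pretreatment; cell ATP read after overnight thapsigargin exposure of roughly 18 to 22 hours; normalized against plate controls of thapsigargin alone and 5% DMSO vehicle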
Dynein transport cytoplasmic EGFP: recorded beside Dynein transport, whose call it bears; z-score; measured here: cytoplasmic GR-EGFP intensity; stronger effect = higher value
Dynein transport nuclear GR-EGFP: second read-out of Dynein transport, no call of its own (marks repeat the call); z-score; measured here: nuclear GR-EGFP intensity;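 lower value marks the stronger effect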
Dynein transport cell count: further read-out of Dynein transport, marked with its call; z-score; measured here: cell count per field
Ins promoter up cell count: second read-out of Ins promoter up, no call of its own (marks repeat the call); cell count; measured here: cytotoxicity, nuclei count;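 total cells summed across four imaged fields per well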
bCat nuc transl cell count 5 µM: second read-out of bCat nuc transl, no call of its own (marks repeat the call); cell count; measured here: cell count, cytotoxicity flag
MT stabilizer Hoechst-high %: further read-out of MT stabilizer, marked with its call; % Hoechst-high responders; measured here: nuclear condensation Hoechst responders;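 share of cells brighter than vehicle mean plus two SD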
MT stabilizer cytotoxicity %: further read-out of MT stabilizer, marked with its call; toxicity, %; measured here: cytotoxicity by cell density;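 0% = mean cell density of plate MIN control wells and 100% = no cells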
Autophagy HCS cell loss 18 h: further read-out of Autophagy HCS, marked with its call; toxicity, %; measured here: cell loss, nuclei count;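 cell loss after 18 h compound exposure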
An asterisk follows results filed as active; i = inactive; x = not tested or not shown; [ ] = another dose, or the depositor's remark.

No.	Molecule	Dynein transport cytoplasmic EGFP	MT stabilizer	bCat nuc transl cell count 5 µM	M1AAP inhibition	Dynein transport	Dynein transport cell count	K1F lysis inhibition	Autophagy HCS	MT stabilizer Hoechst-high %
1	CCCCCCN(C(=O)CCCCCN1C(=O)NC(c2ccc([N+](=O)[O-])cc2)C(C(=O)OCc2ccccc2)=C1C)C(C(=O)NCCCC)c1ccc(OCC(=O)OC)c(C(=O)OC)c1 (stereo unspecified)	-0.79	x	1138	-3%	-0.3	0.22	x	x	x
2	Fc1ccccc1C1c2cccn2CCN1C(=S)Nc1ccc(Br)cc1 (stereo unspecified)	-0.25	6.2	1041	2%	-0.84	0.78	0.1%	i	0.6
3	Nc1cccc(-c2nc3ccccc3[nH]2)c1	-0.21	4.1	1221	6%	-1.1	0.78	-1.9%	i	2.7
4	COc1ccc2nc(NC(=O)/C=C/c3ccc4c(c3)OCO4)sc2c1	-0.19	6.6	1068	7%	1.5	-1.8	x	i	2.7
5	O=C(NCc1ccccn1)c1ccc2nc(-c3ccco3)c(-c3ccco3)nc2c1	-0.14	5.5	x	21%	-1.2	0.85	x	i	2.1
6	CC(=O)NS(=O)(=O)c1ccc(N=NN2CCCCC2)cc1	-0.25	3.1	1115	18%	-0.19	0.4	2.1%[50 µM]	i	1.3
7	Cc1ccc(C(=O)NC(=S)Nc2cccc3nsnc23)cc1	-0.12	3.2	1239	16%	0.15	-0.45	0.0%	i	2.0
8	COC(=O)CSc1ncnc2c1sc1nc(-c3ccco3)c3c(c12)CC(C)(C)OC3	-0.028	2.9	x	12%	-2.7	1.2	x	i	3.2
9	Cc1ccc(NC(=O)C2CC(=O)N/C(=N/NC(=O)c3ccc(C)cc3)S2)cc1 (stereo unspecified)	-0.16	3.6	1128	-24%	0.47	-0.68	i	i	1.7
10	CCc1nnc(NC(=O)CSc2nnc(-c3ccccc3OC)n2-c2ccc(C)cc2)s1	-0.2	1.8	1143	8%	-0.51	0.13	-6.2%	i	0.9
11	O=C(NCCc1ccccc1)C1CCN(C2CCN(C(=O)CC3=CCCCC3)CC2)CC1	-0.015	3.2	997	1%	0.11	0.73	0.3%	i	2.7
12	Cc1ccc(-c2ccc(SCC(=O)Nc3ccc4c(c3)OCCO4)nn2)cc1	-0.26	1.7	1082	0%	0.28	-0.046	2.4%[50 µM]	i	2.7
13	COc1cccc(-c2nc(-c3ccccc3)no2)c1	-0.21	4.3	1058	-5%	0.15	-0.39	2.6%	i	2.9
14	COc1ccc(C(=O)C2CN(c3ccccc3)CC2c2ccc(Cl)cc2)cc1 (stereo unspecified)	-0.13	2.7	x	-2%	-0.45	1.5	0.3%	i	1.7
15	CC1CN(S(=O)(=O)c2cccc(C(=O)OCC(=O)Nc3ccc4c(c3)OCO4)c2)CC(C)O1 (stereo unspecified)	-0.16	8.1	776	0%	-0.29	-0.48	1.9%	i	4.5

No.	CSM14.1 death rescue	Dynein transport nuclear GR-EGFP	bCat nuc transl	Ins promoter up cell count	MT stabilizer cytotoxicity %	Autophagy HCS cell loss 18 h	Ins promoter up	P. falciparum M17LAP
1	x	-0.21	0.2	x	x	x	x	-10%
2	0.0%	-0.056	-2.1	1157	22	25	0.46	-4%
3	-1.6%	-0.57	-1.9	x	6.1	-2	x	-37%
4	4.3%	1.1	1.0	1478	1.7	24	0.37	12%
5	x	-0.51	x	x	10	-13	x	18%
6	-0.8%	-0.026	2.1	1372	2.1	11	-0.38	43%
7	2.3%	0.41	-3.0	x	5.1	-14	x	-1%
8	x	-1.3	x	1125	8.9	27	0.91	13%
9	-1.5%	0.49	-1.4	x	4.6	8	x	9%
10	-1.6%	-0.068	2.2	921	7.1	-11	0.59	6%
11	0.0%	-0.11	0.6	1417	5.6	8	0.88	1%
12	-2.5%	0.25	-1.3	1431	10	11	0.28	7%
13	-2.2%	-0.085	2.6	1252	7.1	-1	-0.83	-2%
14	4.2%	0.15	x	x	9.2	9	x	2%
15	-1.4%	0.13	1.5	966	4.4	0	-0.59	14%

(listing goes on)
No.	Molecule	Dynein transport cytoplasmic EGFP	MT stabilizer	bCat nuc transl cell count 5 µM	M1AAP inhibition	Dynein transport	Dynein transport cell count	K1F lysis inhibition	Autophagy HCS	MT stabilizer Hoechst-high %
16	COc1ccc(-c2nn(-c3ccccc3)cc2C(=O)O)cc1	0.28	1.6	1173	-4%	-0.98	0.23	0.0%	i	4.4
17	CCOC(=O)CN(C(=O)CSc1nnc(COc2ccc(OC)cc2)n1CC)c1ccccc1	-0.23	x	1358	3%	0.92	-1.6	-0.3%	x	x
18	COc1ccc([N+](=O)[O-])cc1NC(=O)c1ccc(CN(c2ccccc2)S(C)(=O)=O)cc1	-0.27	3.7	1010	1%	0.18	-0.25	4.9%	i	3.8
19	COc1cc(/C=N\NC(=O)c2cccc(Cl)c2)ccc1Oc1ccc([N+](=O)[O-])cn1	-0.21	x	1194	7%	-0.45	0.96	1.1%	x	x
20	CCN(CC)C(=O)C1CCN(S(=O)(=O)c2ccc(C3CNC(=O)C3)cc2)CC1 (stereo unspecified)	-0.27	5.3	1136	1%	-0.47	0.16	6.5%	x	1.1
21	Cc1cc(NC(=O)NC(C)(C(F)(F)F)C(F)(F)F)no1	-0.25	x	1325	2%	-0.31	0.24	3.9%	x	x
22	COc1cc([N+](=O)[O-])cc2sc(NC(C)=O)nc12	-0.043	x	1347	2%	0.34	-1.7	0.4%	x	x
23	COC(=O)c1ccc2c(=O)n(Cc3ccco3)c(SCC(=O)Nc3cc(C)on3)nc2c1	-0.054	2.4	1064	-1%	1	-1.2	0.1%	i	1.0
24	Cc1oc(=O)c(NC(=O)c2ccccc2)cc1C(C)O (stereo unspecified)	-0.028	6.5	1103	2%	1.5	-1.4	1.6%	i	1.7
25	CC1CCCC(NC(=O)CCn2c(=S)oc3ccccc32)C1C (stereo unspecified)	0.17	x	1245	3%	-0.91	1.3	-1.0%[50 µM]	x	x
26	COc1cccc(OCC(=O)O)c1	-0.37	3.0	1145	-2%	0.2	0.56	0.3%	i	2.2
27	COc1cc(/C=N/NC(=O)NC2CCCCC2)ccc1O	-0.23	x	1325	2%	-0.41	0.59	0.2%	x	x
28	CCN(CC)S(=O)(=O)c1ccc(-c2nnco2)cc1	-0.2	3.6	1207	-3%	-0.89	0.48	1.2%	i	2.5
29	CCOC(=O)c1c(C)[nH]c(C(=O)CSc2nccc(C)n2)c1C	-0.27	2.6	x	-1%	2.5	-1	0.3%	i	2.5
30	CCOC(=O)c1cnc(SCC(=O)NCc2cccs2)nc1N	-0.22	4.5	1186	2%	1.3	-0.059	0.8%	i	2.0
31	Cc1ccc(CNC(=O)C2CNc3cc(C)ccc3O2)cc1 (stereo unspecified)	-0.25	4.6	1407	2%	0.78	-1.3	1.9%	i	2.9

No.	CSM14.1 death rescue	Dynein transport nuclear GR-EGFP	bCat nuc transl	Ins promoter up cell count	MT stabilizer cytotoxicity %	Autophagy HCS cell loss 18 h	Ins promoter up	P. falciparum M17LAP
16	-0.9%	-0.47	0.1	878	0.6	2	0.76	17%
17	x	1.2	-0.4	800	x	x	0.53	10%
18	0.9%	-0.21	2.9	1524	14	1	0.47	-7%
19	x	-0.25	1.2	996	x	x	-0.28	6%
20	x	0.022	-1.7	1861	4.8	x	0.33	-13%
21	x	-0.2	0.4	1085	x	x	-0.22	-7%
22	x	0.88	0.9	853	x	x	-0.05	3%
23	2.4%	0.87	-3.0	1585	8.1	4	-0.7	-1%
24	-1.2%	1	-1.3	1175	12	-4	0.24	10%
25	x	-0.021	-0.3	1049	x	x	2.2	8%
26	1.5%	0.25	-0.9	1024	7.9	-4	0.44	-12%
27	x	-0.19	-1.3	1027	x	x	-1.3	5%
28	-0.8%	0.34	-3.0	1183	7.2	-8	-0.07	-4%
29	7.4%	0.6	x	1412	0.6	13	0.56	-6%
30	-1.9%	1.6	-2.9	1184	6.5	16	-0.19	-12%
31	-0.2%	0.77	0.3	1258	0.3	-13	0.47	5%

An excerpt from above in order of heavy-atom count, highest first.
No.	Molecule	Dynein transport cytoplasmic EGFP	MT stabilizer	bCat nuc transl cell count 5 µM	M1AAP inhibition	Dynein transport	Dynein transport cell count	K1F lysis inhibition	Autophagy HCS	MT stabilizer Hoechst-high %
30	CCOC(=O)c1cnc(SCC(=O)NCc2cccs2)nc1N	-0.22	4.5	1186	2%	1.3	-0.059	0.8%	i	2.0
16	COc1ccc(-c2nn(-c3ccccc3)cc2C(=O)O)cc1	0.28	1.6	1173	-4%	-0.98	0.23	0.0%	i	4.4
22	COc1cc([N+](=O)[O-])cc2sc(NC(C)=O)nc12	-0.043	x	1347	2%	0.34	-1.7	0.4%	x	x

No.	CSM14.1 death rescue	Dynein transport nuclear GR-EGFP	bCat nuc transl	Ins promoter up cell count	MT stabilizer cytotoxicity %	Autophagy HCS cell loss 18 h	Ins promoter up	P. falciparum M17LAP
30	-1.9%	1.6	-2.9	1184	6.5	16	-0.19	-12%
16	-0.9%	-0.47	0.1	878	0.6	2	0.76	17%
22	x	0.88	0.9	853	x	x	-0.05	3%
